# V1R ag counter = counter-screen for oxytocin receptor agonists: human V1a receptor agonists. P37288. activation, % at 3 µM. hit rate 0.25% among 320,000. CHO-V1R cells, Fluo-8 calcium fluorescence, agonist mode; 0% DMSO, 100% 3 nM vasopressin;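 active = activation above the mean activation of all tested compounds plus 3 SD, per screening run, cut at about 20% in these data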;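 note: signal is peak over basal fluorescence ratio across a 100 second FLIPR read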
# Target sequence (P37288 whole entry, looked up): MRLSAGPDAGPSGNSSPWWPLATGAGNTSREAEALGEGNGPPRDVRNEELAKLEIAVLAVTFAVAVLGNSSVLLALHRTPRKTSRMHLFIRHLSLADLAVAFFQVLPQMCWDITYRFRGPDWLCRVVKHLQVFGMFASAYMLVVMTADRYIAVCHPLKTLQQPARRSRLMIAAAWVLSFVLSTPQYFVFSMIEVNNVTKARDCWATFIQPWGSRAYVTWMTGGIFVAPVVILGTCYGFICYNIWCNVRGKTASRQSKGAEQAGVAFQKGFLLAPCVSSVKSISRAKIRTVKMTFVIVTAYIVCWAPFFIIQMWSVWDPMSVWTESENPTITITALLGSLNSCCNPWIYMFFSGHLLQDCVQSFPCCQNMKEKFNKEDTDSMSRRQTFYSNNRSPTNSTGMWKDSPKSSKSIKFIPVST
# GPR7 antagonist = antagonists of human GPR7 (neuropeptides B/W receptor 1); GPR7-expressing cells, fluorescence antagonist assay; inhibition, % at 4.4 µM; hit rate 1.1% among 290,000; AID 1861; in the data active = inhibition above about 16%, passing the limit was not always enough;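 note: cells stimulated with the agonist NPW; 0% = agonist with vehicle and 100% = vehicle without agonist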
# Target sequence (P48145 whole entry, looked up): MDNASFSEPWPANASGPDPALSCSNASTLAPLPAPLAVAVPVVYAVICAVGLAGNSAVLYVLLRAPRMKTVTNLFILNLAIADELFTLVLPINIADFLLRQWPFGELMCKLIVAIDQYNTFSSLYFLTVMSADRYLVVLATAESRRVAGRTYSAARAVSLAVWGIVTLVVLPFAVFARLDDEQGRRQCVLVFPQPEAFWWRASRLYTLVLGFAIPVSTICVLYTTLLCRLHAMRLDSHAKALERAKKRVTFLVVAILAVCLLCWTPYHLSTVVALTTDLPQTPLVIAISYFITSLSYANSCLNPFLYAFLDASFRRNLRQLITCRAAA
# IMP-1 inh = blocks Pseudomonas aeruginosa IMP-1 metallo-beta-lactamase | purified IMP-1, nitrocefin hydrolysis, epi-absorbance fluorescence | inhibition, % at 5.6 µM | hit rate 0.45% among 290,000;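 active = inhibition above the mean plus 3 SD of all compounds in the same screening run, cut at about 4.5% in these data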;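 note: 0% = IMP-1 with DMSO and 100% = DMSO wells lacking enzyme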
#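 assay system = purified recombinant IMP-1 metallo-beta-lactamase enzyme | schedule = 15 min preincubation plus 25 min reaction at 25 °C | signal = Epi-absorbance fluorescence, 480 nm excitation, 530 nm emission | read-out basis = percent inhibition from optical density relative to buffer-blank wells | controls = IMP-1 with DMSO as 0%, enzyme-free DMSO as 100%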
# OXTR agonist = agonists of human oxytocin receptor; P30559; AID 2435; hit rate 0.32% among 320,000; activation, % at 3 µM; CHO-OTR cells, Fluo-8 calcium fluorescence; normalized: DMSO 0%, oxytocin 100%;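 active = activation above the mean of all tested compounds plus 3 SD, cutoff set per screening run, cut at about 20% in these data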;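 note: peak over basal fluorescence ratio from a 100 s FLIPR kinetic read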
# GalR3 antagonist = blocks the human galanin receptor 3; inhibition, % at 3 µM; hit rate 0.44% among 360,000; O60755; HEK293 GalR3-CNG cAMP membrane potential fluorescence; galR3 body fused to GalR1 C-terminus;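 active = inhibition above the screen-wide average plus 3 SD, cut at about 13% in these data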;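 note: forskolin and galanin both at EC90 stimulate the cells; cAMP rise reported by CNG channel membrane potential dye signal; 0% = forskolin plus galanin with DMSO and 100% = forskolin alone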
# HCV NS3 hel inh = blocks Hepatitis C virus NS3 helicase unwinding | NS3 helicase DNA unwinding, Cy5 molecular beacon fluorescence | inhibition, % at 10.9 µM | AID 1800 | hit rate 0.56% among 290,000;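 active = inhibition above the mean of all tested compounds plus 3 SD, set per campaign, cut at about 35% in these data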;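 note: 0% = DMSO wells and 100% = thioflavine S control wells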
#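 Control set: DMSO versus 110 µM thioflavine S; Material: NS3 helicase fragment of HCV; Measured by: Cy5 fluorescence at 0 and 60 min, beacon hairpin quenching; Read-out basis: percent inhibition from t60/t0 fluorescence ratio; Times: reaction time 60 min, 25 °C; Repeats: single replicate; Compound dosing: single dose, 10.9 µM nominal final, DMSO 0.8% final.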
# VIM-2 inhibitor = inhibitors of Pseudomonas aeruginosa VIM-2 metallo-beta-lactamase; purified VIM-2, nitrocefin hydrolysis, epi-absorbance fluorescence; inhibition, % at 5.6 µM; hit rate 0.89% among 290,000;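 active = inhibition above the mean of all tested compounds plus 3 SD, cutoff set per screening run, cut at about 7.5% in these data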;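 note: red hydrolysis product quenches plate fluorescence so inhibitors raise well fluorescence; 0% = enzyme with DMSO and 100% = DMSO without enzyme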
# PHOSPHO1 block = blocks human PHOSPHO1 phosphatase activity; AID 1565; Q8TCT1; recombinant PHOSPHO1, absorbance phosphatase assay; inhibition, % at 13.3 µM; hit rate 1.1% among 290,000; in the data active = inhibition above about 60%
# Target sequence (Q8TCT1 whole entry, looked up): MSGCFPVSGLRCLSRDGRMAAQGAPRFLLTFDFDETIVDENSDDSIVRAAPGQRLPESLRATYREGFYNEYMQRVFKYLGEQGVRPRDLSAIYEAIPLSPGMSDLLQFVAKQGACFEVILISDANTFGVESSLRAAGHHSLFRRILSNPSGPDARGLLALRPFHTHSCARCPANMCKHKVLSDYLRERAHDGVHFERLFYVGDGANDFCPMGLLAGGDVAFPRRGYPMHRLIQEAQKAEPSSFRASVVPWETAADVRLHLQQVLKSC
# DNA FID counter = counter-screen for HCV NS3 helicase inhibitors: DNA intercalator displacement. inhibition, % at 7.9 µM. AID 1845. DNA fluorescent intercalator displacement, fluorescence. hit rate 0.17% among 290,000; in the data active = inhibition above about 37%;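 note: 0% = vehicle and 100% = reference compound; higher means more ethidium bromide displaced from hairpin DNA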
# * = called active by the depositor; / = not tested or not shown.
SMILES,V1R ag counter,GPR7 antagonist,IMP-1 inh,OXTR agonist,GalR3 antagonist,HCV NS3 hel inh,VIM-2 inhibitor,PHOSPHO1 block,DNA FID counter
Clc1ccc(-c2n[nH]c3c2CCCC3)cc1,-1.9,-6,-3.2,-2.2,-6,2,-2.8,28,-9
O=c1cc(C(F)(F)F)[nH]c2c(C(F)(F)F)cccc12,14,-12,-3.9,16,/,6,-4.7,-9,2
CC1(C)Cc2c(cnn2-c2ccccc2)C(NC(=O)CCc2ccncc2)C1 (stereo unspecified),0.2,-3,-0.2,-0.2,3,-8,1.1,1,-7
Cn1nc(C(=O)OCC(=O)NCCc2ccccc2)c2ccccc2c1=O,0.8,-16,-2.4,-1.1,0,-1,-2.4,33,-23
Cc1ccc(S(=O)(=O)CC(=O)Nc2ccccn2)cc1,0.2,-8,-1.2,0.8,-9,-2,-0.6,36,-5
Cc1nc(-c2ccc3c(c2)OCCCO3)cs1,0.1,-10,-3.8,-2.0,-2,-26,-1.8,47,-6
COc1ccc(CCNC(=O)C2CCN(C(=O)N(C)C)CC2)cc1OC,0.1,9,-2.2,0.4,-1,-2,-0.9,14,1
CCc1c(C(=O)NNC(=S)NC2CCCCC2)csc1C,0.6,-17,-1.0,-0.1,-6,7,-0.9,-133,-17
COc1ccccc1NC(=O)CSc1ccc(-c2ccco2)nn1,1.2,7,-1.6,-0.1,-5,24,0.3,47,-26
CCS(=O)(=O)Nc1ccc(C(=O)CC2(O)C(=O)Nc3ccccc32)cc1 (stereo unspecified),1.1,-3,0.0,0.4,-5,0,0.3,18,-1
CC1CCN(C(=O)Cn2cc(C(=O)C3CC3)c3ccccc32)CC1,-0.1,-9,-3.7,-0.3,2,-7,-3.8,-3,-8
Fc1ccccc1NC(=S)Nc1cccnc1,0.0,-12,-2.6,0.1,-8,3,1.1,8,1
O=C(COC(=O)c1n[nH]c(=O)c2ccccc12)c1ccc(Br)cc1,0.4,0,-1.0,-0.1,10,-3,-1.1,28,0
Cc1nc(C)c(C(=O)N/N=C/c2c[nH]c3ccccc23)s1,1.4,1,-4.6,-0.7,/,-3,-3.4,6,-9
CC(=O)c1ccc(NC(=O)COC(=O)CCC(=O)c2cccs2)cc1,1.3,-6,-3.4,0.4,-1,3,-3.3,-24,-9
O=C(Nc1cc(Cl)c(O)c(Cl)c1)C1CCCO1 (stereo unspecified),0.0,1,-1.9,-0.8,-3,-6,-2.8,13,-3
COCCCNC(=O)c1ccc(Cn2c(=O)c3ccccc3n(CC(=O)NCCc3ccc(OC)c(OC)c3)c2=O)cc1,-0.1,-7,1.0,-0.3,7,-5,-2.0,18,-12
COc1ccc(CNC(=O)c2ccc(Cl)c(NC3=NC4CS(=O)(=O)CC4S3)c2)cc1 (stereo unspecified),-0.1,-11,1.1,-1.8,/,-5,-1.2,33,-13
Nc1c(-c2cccs2)cnn1-c1nc(-c2ccc(F)cc2)cs1,0.4,6,-2.0,0.0,-2,17,-0.6,-10,-3
Nc1nc(CSc2nnnn2-c2ccccc2)nc(N2CCCc3ccccc32)n1,2.5,3,-1.0,0.1,-9,-17,-1.6,-4,-25
Cc1c(Cl)cccc1NC(=S)N1CCN(c2ccc([N+](=O)[O-])cn2)CC1,1.2,-8,-1.3,3.2,5,-15,-1.7,27,0
COc1ccc(-c2c(-c3ccccc3OC)sc3ccccc23)cc1,0.9,-15,-1.6,0.4,-5,-1,-2.6,-7,-7
O=C(N/N=C/c1ccc(OC(=O)c2ccc(Br)cc2)cc1)c1ccncc1,1.2,-1,7.6*,1.1,-9,20,-2.6,2,-9
Cc1ccc(/C=N/OC(=O)c2nn(C)cc2Cl)cc1,-0.7,-21,-1.8,-2.0,-1,6,-2.7,23,-10
COc1ccccc1NC(=O)C1=C(C)NC2=C(C(=O)CC(c3ccc(OC)c(OC)c3)C2)C1c1coc2ccccc2c1=O (stereo unspecified),0.7,5,1.1,-1.4,3,-35,4.0,-10,-54

# Entries listed so far marked active in IMP-1 inh.
smiles	GPR7 antagonist	IMP-1 inh	GalR3 antagonist	HCV NS3 hel inh	VIM-2 inhibitor	PHOSPHO1 block
O=C(N/N=C/c1ccc(OC(=O)c2ccc(Br)cc2)cc1)c1ccncc1	-1	7.6*	-9	20	-2.6	2

# The list goes on.
SMILES,V1R ag counter,GPR7 antagonist,IMP-1 inh,OXTR agonist,GalR3 antagonist,HCV NS3 hel inh,VIM-2 inhibitor,PHOSPHO1 block,DNA FID counter
COc1ccc(Cl)cc1NC(=O)c1cccnc1,0.2,-4,-5.3,0.1,-1,5,-0.2,-5,1
O=C(CCC1CCCCC1)NNC(=O)c1cnccn1,1.3,-5,-0.7,-0.4,-5,0,0.9,-2,-7
Cc1cccc(-n2c(C)nc3c(cnn3-c3ccc(F)cc3)c2=O)c1,6.3,3,-6.2,14,-5,6,-2.8,-3,-7
COc1ccc(CN(CCO)CCO)cc1[N+](=O)[O-],-0.4,-5,-4.4,0.7,-1,-4,-0.9,0,3
COc1ccc(-n2nc3c(c2NC(=O)CBr)CSC3)cc1,0.2,0,-1.1,0.6,-7,-4,-0.6,26,-4
O=C(N/N=C/c1ccccc1C(F)(F)F)c1ccc(O)cc1,-0.1,-13,-0.9,-1.7,-8,-4,-3.6,32,-4
Cc1ccc(CC(=O)N2CCC(c3nc4c(nnn4Cc4ccccc4)c(=O)[nH]3)CC2)cc1,-1.0,-16,-3.0,-1.5,-1,0,-0.4,2,-22
c1ccc2c(c1)nc(N1CCCCC1)c1ccccc12,-1.3,-6,-4.4,-2.4,3,-5,-3.6,8,3
CCN1C(=O)/C(=C/c2cccs2)S/C1=N\S(=O)(=O)c1ccc(C)cc1,0.5,8,-2.1,0.4,-1,1,-0.6,-6,-2
Cn1c(=O)c2c(SC3CCCC3)nc(C3CC3)nc2n(C)c1=O,-0.2,-10,-6.8,-0.3,/,-49,-2.6,-2,-2
COc1ccc(OC)c(-c2cc(C(=O)Nc3c(C)nn(Cc4ccccc4Cl)c3C)no2)c1,0.5,-2,-2.5,-0.2,1,4,-3.5,8,-5
COc1cc(CCN2C(=O)c3cccc4cccc(c34)C2=O)c(S(=O)(=O)NCCO)cc1OC,1.9,-4,-1.9,1.9,0,-6,2.5,11,-26
Cc1ccc(-n2ncc(Cl)c2C(=O)NC2CC2)cc1,-0.8,-15,-3.2,-1.8,-7,8,-1.7,37,-10
CCOc1ccccc1N1CC(C(=O)N(C)Cc2cccnc2)CC1=O (stereo unspecified),0.1,-11,-3.8,-0.2,-9,1,-3.8,19,-13
CC1CCc2cc(F)ccc2N1C(=O)C12CCC(C)(C(=O)O1)C2(C)C (stereo unspecified),-0.3,-1,-3.1,-2.2,-4,6,-2.7,34,-12
CCCn1cc(S(=O)(=O)CC(=O)Nc2ccc(OC)cc2OC)c2ccccc21,-0.7,-6,0.4,-0.4,-1,1,-1.0,2,-18
CN1CCN(CCC(=O)N/N=C/c2cc([N+](=O)[O-])ccc2O)CC1,-0.9,-7,-4.3,0.2,-1,-4,-2.9,-2,8
COCCNC(=O)c1ccc2c(c1)nc(C)n2-c1cccc(F)c1,0.1,5,-2.5,-0.6,0,2,0.0,9,-9
Cn1cc(CC(=O)NCCCN2CCCC2=O)c2ccccc21,0.6,/,/,0.6,-3,/,/,6,/
CCC(C)(C)NC(=O)C(c1ccccc1)N(Cc1cccnc1)C(=O)c1csnn1 (stereo unspecified),-1.0,-3,-1.7,0.1,1,-1,-3.8,5,-15
O=C(c1ccco1)N1CCN(c2ncccn2)CC1,0.3,-14,0.1,-0.6,/,1,-0.4,9,-1
CCOCCN1CCN(C(=O)CN2CCCC2=O)CC1,0.2,-2,-2.6,0.6,-3,5,-3.6,12,-1
CCOc1ccc(C2/C(=C(\O)c3ccc(OC)c(OC)c3)C(=O)C(=O)N2c2cc(C)on2)cc1OC (stereo unspecified),0.2,-6,-2.7,-0.2,-4,-2,1.7,-56,-27
O=C(NCc1ccc2c(c1)OCO2)c1ccc(S(=O)(=O)C(F)F)cc1,1.9,0,-2.4,2.4,0,4,-2.6,-4,-4
CCCCN(C)Cc1c(C)[nH]c2ccccc2c1=O,0.1,-6,-2.3,0.2,-2,3,-3.4,5,15

# Limited to V1R ag counter, for 2 of the compounds above:
mol | V1R ag counter
COCCNC(=O)c1ccc2c(c1)nc(C)n2-c1cccc(F)c1 | 0.1
c1ccc2c(c1)nc(N1CCCCC1)c1ccccc12 | -1.3

# Going on with the list.
SMILES,V1R ag counter,GPR7 antagonist,IMP-1 inh,OXTR agonist,GalR3 antagonist,HCV NS3 hel inh,VIM-2 inhibitor,PHOSPHO1 block,DNA FID counter
CC1=Nc2cc(C(=O)O)ccc2Sc2ccc(Br)cc21,1.0,-6,-1.4,0.7,0,19,-0.9,4,-30
CCCCCCCC(=O)Nc1cc(C(=O)NCCC)ccc1N1CCC2(CC1)CC(c1ccccc1)=NO2,-0.1,-10,-0.8,-1.1,-4,-25,-0.7,-2,-25
CC(C)c1cc(C(N)=O)c(NC(=O)C2CCC2)s1,-0.4,-7,-2.0,-1.6,-1,-2,1.2,33,-5
CC(NC(=O)CS(=O)(=O)c1ccccc1)c1ccccc1 (stereo unspecified),0.0,-4,-2.2,-0.9,1,1,-1.3,48,-4
CCCS(=O)(=O)N1CCCC(C(=O)NCc2cccnc2)C1 (stereo unspecified),0.3,-5,1.2,0.3,-5,0,-1.4,-7,1
CC(C)CCn1nnnc1CN1CCN(c2ccccc2)CC1,-0.3,-1,-1.0,0.0,-6,-17,-3.1,-9,-27
O=C(NC1CCCC1)c1ccc(CSCc2ccccc2F)o1,-0.4,-6,2.1,-1.4,-9,-6,-0.5,17,-23
Cc1ccc(NC(=S)N2CCCC(c3ccccc3)=N2)cc1,-1.1,-2,-1.8,-2.2,-3,8,0.1,38,-9
N/C(=N\OC(=O)c1ccccc1Cl)c1ccncc1,0.6,1,0.4,-2.0,-1,0,2.4,8,-4
Cc1ccccc1C(=O)Nc1nnc(S(=O)(=O)N(C)Cc2ccco2)s1,7.2,-6,-3.0,5.4,2,11,9.8*,9,-20
Nc1nc(Cl)c(C=O)c(N2CCCCC2)n1,0.8,-12,-5.6,1.7,5,-1,-1.4,24,1
COc1cc(C2C(C#N)=C(N)Oc3cc(O)ccc32)cc2c1OCO2 (stereo unspecified),-0.3,5,-0.8,1.2,-8,-2,-0.2,12,6
O=C(/C=C/c1ccc(OCCCF)cc1)Nc1ccnc(-c2cccnc2)n1,5.8,2,-2.9,6.9,-7,8,-3.0,-4,3
Cc1cccc(C)c1OCc1cc(C(=O)N2CCC(C3CCCCC3)C2)no1 (stereo unspecified),1.0,-8,-0.1,0.1,0,-11,1.4,25,-38
COc1ccc2nc(COC(=O)c3cccc([N+](=O)[O-])c3)c(C(C)=O)[n+]([O-])c2c1,-0.4,4,-0.5,0.6,4,-3,-3.4,21,1
NS(=O)(=O)c1ccc(NC(=S)NCc2ccc(Cl)cc2)cc1,2.3,7,-1.6,2.6,-7,-6,-3.1,20,1
CSC(=Nc1ccc(Cl)cc1)N[n+]1ccccc1,-0.4,-11,-1.3,-0.9,4,1,-4.7,4,5

# Compounds were not picked by outcome; overall some 4.3% were active at least once.
